Hep lipid drop: hepatic lipid droplet formation modulation. AML12 mouse hepatocytes, oleate lipid droplets, BODIPY imaging. inhibition, % at 6.5 µM. 240,000 compounds, 0.4% hits;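 active = lipid droplet intensity inhibited by at least 50%, with more than 500 cells counted; inconclusive = wells with under 300 cells, treated as cytotoxic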
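Material – mouse AML12 hepatocyte cell line, fixed after treatment · Compound dosing – one dose, 6.5 µM compound · Times – compound with oleate, overnight · Measured by – Image-based BODIPY and DAPI two-channel analysis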
Hep lipid drop cells 6.5 µM: further read-out of Hep lipid drop, marked with its call; cell count; measured here: cell count, cytotoxicity flag;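 cells counted across two imaged fields per well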
The depositor's hits bear a star; ? = inconclusive; nt = not tested or not shown. These rows are one share of the data. The share of hits here may be higher or lower than overall.

SMILES	Hep lipid drop	Hep lipid drop cells 6.5 µM
Cc1cccc(CN2C(=O)NC(c3ccccc3)(c3ccccc3)C2=O)c1	-4.5	856
Cc1ccccc1OCCCN1CCOCC1	-15.1	797
CCC1CN(C(=O)N2CCC(C(=O)NCc3ccc(OC)cc3OC)CC2)c2ccccc2O1 (configuration not stated)	-26.2	702
COc1ccccc1C(=O)NCc1nnc(SC(C)C(=O)Nc2nccs2)n1C (configuration not stated)	-10.3	845
Cc1ccc(C(=O)N2CCN(c3ccccc3)CC2)cc1NC(=O)c1ccco1	-10.2	669
O=C(Nc1ccc(F)cc1)Nc1ccc2ccccc2n1	4.8	819
CN(CC(=O)NCc1ccccc1F)S(=O)(=O)c1ccc(Cl)cc1	-1.8	855
Cc1cccc(OCC(=O)Nc2cc(NC(=O)COc3cccc(C)c3)cc(C(=O)O)c2)c1	21.3	804
COc1ccc(-c2nc(CN3CCN(Cc4cccc(F)c4)CC3)c(C)o2)cc1	-1.6	810
COc1cc(C(=S)N2CCOCC2)ccc1OC(=O)c1ccc([N+](=O)[O-])cc1[N+](=O)[O-]	-7.4	805
Cc1ccccc1-n1nc2c(c1NC(=O)CC(C)C)CS(=O)C2 (configuration not stated)	3.8	747
N=C1/C(=C\c2ccc(OC(=O)c3ccc(F)cc3)cc2)C(=O)N=C2SC(N3CCCC3)=NN12	-6.6	754
Cc1csc(NC(=O)c2cnc3ccccc3n2)n1	-1.5	873
Cc1cc(=O)n2nc(N3CCCC3C(=O)Nc3ccccc3C)sc2n1 (configuration not stated)	-0.4	714
COc1ccccc1CCNC(=O)C(=O)NCC1OCCN1S(=O)(=O)c1cc(F)ccc1F (configuration not stated)	2.4	725

Record cards, from the list above.
Cc1ccccc1OCCCN1CCOCC1 reads Hep lipid drop: -15.1; Hep lipid drop cells 6.5 µM: 797
Cc1cccc(OCC(=O)Nc2cc(NC(=O)COc3cccc(C)c3)cc(C(=O)O)c2)c1 reads Hep lipid drop: 21.3; Hep lipid drop cells 6.5 µM: 804

Going on with the list:
SMILES	Hep lipid drop	Hep lipid drop cells 6.5 µM
O=C(NCc1cccs1)C1CC(O)CN1C(=O)Nc1ccccc1 (configuration not stated)	-9.9	719
CC(C)(C)c1cc(NC(=O)COC(=O)c2nccnc2N)n(-c2ccccc2)n1	1.9	795
O=C1CSC(=Nc2cccc(C(=O)O)c2)N1	-9.3	767
CC(NC(=O)c1cc(F)c(F)cc1Cl)C1CC2CCC1C2 (configuration not stated)	-1.5	789
O=C(Nc1ccc2ccccc2n1)c1ccccc1	-24.5	684
Cc1ccc(C(=O)NC2CCN(S(=O)(=O)c3ccccc3F)CC2)cc1	11.3	789
COc1cccc(/C=C2/SC(=S)N(CC(=O)NC3C=CS(=O)(=O)C3)C2=O)c1 (configuration not stated)	16.9	738
S=c1[nH]nc(Cc2n[nH]c(=S)n2-c2ccccc2)n1-c1ccccc1	-16.0	690
Cc1c(C(=O)Nc2cccc([N+](=O)[O-])c2)cnn1-c1ccccc1	-0.8	793
CCc1nc2ccc(C(=O)N3CCN(c4cccc(C)c4C)CC3)cc2nc1CC	-2.1	824
Cc1onc(-c2ccccc2)c1C(=O)NC(C)CCc1ccccc1 (configuration not stated)	0.3	796
COc1ccc(CCC(=O)NCC2CCCCC2)cc1OC	-7.3	766
COCCCN1CC(=O)N2C(c3cccc(OC)c3OC)c3[nH]c4ccccc4c3C[C@H]2C1=O (some centres not stated)	-0.1	817
CCOc1ccccc1CNC(=O)C1CCCN(c2nnc(C)c3c(C)n(-c4ccccc4)nc23)C1 (configuration not stated)	-21.4	726
O=C(c1cc([N+](=O)[O-])ccc1N1CCOCC1)N1CCN(c2ccccc2)CC1	?	nt
CC1CCCCN1C(=O)CSc1nnc(-c2ccco2)o1 (configuration not stated)	2.5	723
C[C@]12C(=O)N(c3ccc(Cl)cc3)C(=O)N1[C@H]1c3ccccc3OC[C@@H]1[C@H]2c1ccccc1	-8.8	831
CN(CC(=O)Nc1ccccc1C(F)(F)F)C(=O)Cc1ccccc1F	1.3	854
CC(=O)NCCc1cnc[nH]1	-3.9	779
O=[N+]([O-])c1cc(Cl)ccc1NCCc1ccccn1	7.4	761
COc1cccc(CNC(=O)CCC(=O)N2CCSc3ccccc32)c1OC	12.5	772
COc1ccc(Br)cc1CN1CCN(S(=O)(=O)Cc2ccccc2)CC1	-0.3	542
Cc1cc(C)cc(C(=O)N2CCC(CCC(=O)NC3CC3)CC2)c1	3.1	619
COc1ccc(CNC(C)CCc2ccccc2)cc1 (configuration not stated)	-7.2	864
Cc1nc2ccc(S(=O)(=O)NCC(=O)Nc3ccc(F)cc3)cc2s1	-0.7	672
CCn1nc(NS(=O)(=O)c2ccc(NC(C)=O)cc2)c2cc3cccc(C)c3nc21	2.2	691
CCCOc1ccc(N2C(=O)C3C4C=CC(CC4)C3C2=O)cc1 (configuration not stated)	8.2	861
Cc1nc(C)c(-c2ccc(SCc3cccc(F)c3)nn2)s1	5.0	765
COc1ccc(S(=O)(=O)Oc2ccccc2C(=S)N2CCOCC2)cc1	-22.7	644
Cc1cc(C(=O)N2CCCC(N3CCN(c4cccc(C(F)(F)F)c4)CC3)C2)nn1C (configuration not stated)	-0.8	737
Cc1cccc(-c2nc3ccccc3c(=O)n2N)c1	-3.6	857
Cc1ccc(N2CCN(C(=S)Nc3ccc(Cl)cc3)CC2)cc1	34.9	817
NC(=O)c1oc2ccccc2c1NC(=O)Cc1ccccc1	5.8	787
CCc1nc(SCC(=O)Nc2cccc3ccccc23)[nH]c(=O)c1C	4.7	714
COc1ccc(CC(=O)Nc2c3c(nn2C(C)(C)C)CS(=O)(=O)C3)cc1OC	-4.7	687
CCN(CC)CC(=O)NC1CC(C)(C)Cc2c1cnn2-c1ccc(F)cc1 (configuration not stated)	25.4	861
COc1cc(/C=C/C(=O)OCC(=O)N(C)C2CCS(=O)(=O)C2)ccc1OC(F)F (configuration not stated)	0.3	848
COC(=O)[C@H](Cc1c[nH]c2ccccc12)NC(=O)NCc1ccc(OC)cc1	-14.9	792
Cc1ccccc1Cn1c(-c2ccc(=O)[nH]c2)nc2ccccc21	-54.9	835
CC(c1ccccc1)n1c(-c2ccccc2F)n[nH]c1=S (configuration not stated)	-9.9	790
Cc1cccc(NC(=O)CN2CCC(C(=O)c3ccc4c(c3)OCCO4)CC2)c1	-46.3	731
Cc1ccc(CCNC(=O)c2ccc(CS(=O)(=O)Cc3ccc(F)cc3)o2)cc1	-4.5	674
CC(C)(C)c1ccc(-n2ncc3c2CCCC3NC(=O)CCN2CCCO2)cc1 (configuration not stated)	-1.3	741
Cc1ccc2[nH]c(CN3CCN(C)C(CCO)C3)c(C)c2c1 (configuration not stated)	-1.0	840
Cc1nnc2c(NCC(C)c3ccccc3)nc3ccccc3n12 (configuration not stated)	4.7	811

Individual results from the results shown:
CCc1nc2ccc(C(=O)N3CCN(c4cccc(C)c4C)CC3)cc2nc1CC – Hep lipid drop cells 6.5 µM = 824
O=C(Nc1ccc(F)cc1)Nc1ccc2ccccc2n1 – Hep lipid drop = 4.8

(more compounds)
SMILES	Hep lipid drop	Hep lipid drop cells 6.5 µM
O=C(NCCN1CCOCC1)c1ccc(Cl)c(S(=O)(=O)N2CCOCC2)c1	-0.9	753
COCCCN(CCNC(=O)c1ccc(NC2=NC3CS(=O)(=O)CC3S2)cc1)Cc1ccco1 (configuration not stated)	2.9	775
CC1Cc2cc(/C(O)=C3/C(=O)C(=O)N(CCCn4ccnc4)C3c3ccc(F)cc3)ccc2O1 (configuration not stated)	-2.1	762
Cc1cc2[nH]c(=O)c(=O)[nH]c2cc1S(=O)(=O)N1CCN(c2cccc(Cl)c2)CC1	-9.0	775
COc1cccc(-c2cc(C(=O)N3CCc4ccccc4C3)[nH]n2)c1	11.9	774
CCc1cccc(NC(=O)C2CCCN(S(=O)(=O)c3cnc[nH]3)C2)c1 (configuration not stated)	-3.7	664
O=C(/C=C/c1ccccc1)NCC(=O)N/N=C/c1cccs1	-6.7	667
O=C1[C@@H]2Cc3c([nH]c4ccccc34)C(c3cccc([N+](=O)[O-])c3)N2C(=O)CN1C1CCN(Cc2ccccc2)CC1 (some centres not stated)	40.0	740
CN(Cc1ccccc1)C(=O)C1CCCN(c2ncnc3c2nc2n3CCCCC2)C1 (configuration not stated)	1.9	746
Cc1cccc(N2CC(C(=O)Nc3nnc(SCC(=O)NCC4CCCO4)s3)CC2=O)c1 (configuration not stated)	-0.1	811
FC(F)Sc1ccc(NC(=S)N2CCN(c3ccccn3)CC2)cc1	-9.4	754
O=C(Nc1ccccc1Cl)C1C(c2ccccc2)C1(Cl)Cl (configuration not stated)	22.6	821
O=C(Nc1ccc(S(=O)(=O)N2CCCC2)cc1)c1c(F)cccc1F	-1.5	676
CCn1c(SCC(=O)Nc2nnc(C)s2)nnc1C(C)NC(=O)c1ccccc1 (configuration not stated)	2.1	744
O=C(Cn1ccccc1=O)NCc1ccc(F)cc1	-3.5	738
COc1ccc(S(=O)(=O)NC2CCCCCC2)cc1C(N)=O	-14.3	722
CC(=O)c1c(C)oc2ccc(NS(=O)(=O)c3ccccc3)cc12	-10.6	689
Cc1cccn2c(=O)c(C(=O)NCCCN3CCCCC3C)c(O)nc12 (configuration not stated)	2.2	741
CC(=O)c1cccc(NC(=O)Nc2ccccc2)c1	4.0	817
COc1ccc(/C=N/Nc2cc(N3CCOCC3)ncn2)c(OC)c1	16.6	822
Cn1c(CNC(=O)C(Cc2ccccc2)NC(=O)c2ccccc2)cc(=O)n(C)c1=O (configuration not stated)	-13.2	772
COc1cc(C(=O)N/C(=C\c2cn(C)c3ccccc23)C(=O)N2CCN(C)CC2)cc(OC)c1OC	-1.5	700
CC1CCCC(NC(=O)CN2C(=O)c3cccnc3Oc3ccc(Cl)cc32)C1C (configuration not stated)	-2.0	761
COc1ccc(CN2CCN(Cc3cccc(F)c3)CC2)cc1OC	1.2	849
COc1ccc(/C=N/NC(=O)CN2CCCC2)cc1	21.5	836
Cc1cc(=O)oc2cc(OCC(=O)NC3CCCC3)ccc12	3.5	801
COc1cccc(NC(=O)CCS(=O)(=O)c2cc3c(cc2Cl)NC(=O)CO3)c1	-4.6	708
CN1C(=O)c2ccc(C(=O)NCc3ccccn3)cc2C1=O	11.5	849
Cc1ccc(NC(=O)C2CCN(S(=O)(=O)c3cccc4nonc34)CC2)cc1	4.5	804
CC(C)C[C@H](NC(=O)N1CCn2c1nc1ccccc12)C(=O)NCc1ccccc1	-9.5	757
O=c1ccc(-c2ccccc2)nn1Cc1ccc(F)cc1	-0.9	849
COc1ccc(CN(C(=O)c2snc(C(N)=O)c2N)C(C(=O)NC2CCCC2)c2ccc(OC)cc2)cc1 (configuration not stated)	-4.8	769
CC(=O)N1c2ccc(S(=O)(=O)N3CCC(C(=O)NCc4ccccc4Cl)CC3)cc2CC1C (configuration not stated)	-10.4	703
CCOc1cc(/C=C2\SC(=NC)N(C)C2=O)cc(Cl)c1OC(C)=O	2.6	408
O=C(COC(=O)c1ccccc1F)NC1CCCC1	22.5	664
Cc1cccc(C(C)C)c1NC(=O)C1CCN(S(=O)(=O)c2ccccc2)CC1	1.2	759
O=C(Nc1cccc(Cl)c1)N1CCCCCC1	0.8	876
COc1ccc(CN2CCC(C(=O)c3ccc(Cl)cc3)CC2)cc1	-7.6	824
CC(C)CNC(=O)CN1C(=O)NC2(CCCc3ccccc32)C1=O (configuration not stated)	0.4	811
COc1ccc(C(=O)NC2CCN(S(=O)(=O)c3ccccc3)CC2)cc1	10.1	841
Cc1cc(OCc2cc(C(=O)NCc3csc(C(C)C)n3)no2)cc(C)c1Cl	12.4	854
Cc1ccc(OCC(=O)Nc2ccc3oc(=O)ccc3c2)cc1C	5.1	815
NC(=O)c1cc(S(=O)(=O)Nc2ccccc2)cs1	5.9	666
COc1ccc(N2CCN(S(=O)(=O)c3c(C(=O)N4CCOCC4)c(C)n(C)c3C)CC2)cc1	-5.4	710
O=C(Oc1ccc(/C=N/NC(=O)c2ccccn2)cc1)c1cccc(Br)c1	-1.2	635

Seven records picked at random from the list so far, as already listed:
SMILES	Hep lipid drop	Hep lipid drop cells 6.5 µM
COc1ccc(CN(C(=O)c2snc(C(N)=O)c2N)C(C(=O)NC2CCCC2)c2ccc(OC)cc2)cc1 (configuration not stated)	-4.8	769
Cc1cc(OCc2cc(C(=O)NCc3csc(C(C)C)n3)no2)cc(C)c1Cl	12.4	854
O=C(COC(=O)c1ccccc1F)NC1CCCC1	22.5	664
CC(C)CNC(=O)CN1C(=O)NC2(CCCc3ccccc32)C1=O (configuration not stated)	0.4	811
COc1ccc(CN2CCC(C(=O)c3ccc(Cl)cc3)CC2)cc1	-7.6	824
O=C(Oc1ccc(/C=N/NC(=O)c2ccccn2)cc1)c1cccc(Br)c1	-1.2	635
CCOc1cc(/C=C2\SC(=NC)N(C)C2=O)cc(Cl)c1OC(C)=O	2.6	408

Next section.
SMILES	Hep lipid drop	Hep lipid drop cells 6.5 µM
CCN(CC1CCCN(CCc2cccc(F)c2)C1)C(=O)c1cc2ccccc2o1 (configuration not stated)	-8.1	716
CCN(C(=O)c1cccc(S(=O)(=O)N(C)C)c1)C12CC3CC(CC(C3)C1)C2	-2.4	830
Cc1ccc(C(=O)Nc2ncc([N+](=O)[O-])s2)cc1	-33.0	767
COC(=O)c1ccc(S(=O)(=O)N2CCc3ccccc32)cc1	-2.4	838
COc1ccccc1NC(=O)CN1CCN(CC(=O)Nc2ccc(OC)c(OC)c2)CC1	0.8	827
